Assay outcomes (PubChem BioAssay)
BoNT A protease: BoNT A light chain protease inhibition. multiplex microsphere protease substrate cleavage, flow cytometry. inhibition, % at 10 µM. 360,000 tested, 0.17% active. AID 588499; note: plate controls were buffer without enzyme for full effect and enzyme alone for no effect
PfHsp40 yeast: restores yeast growth despite PfHsp40 toxicity; growth rescue, % at 12.5 µM; AID 504582; 340,000 tested, 0.68% active; S. cerevisiae expressing PfHsp40, growth rescue, ATP luminescence; in the data active = growth rescue above about 28%, passing the limit was not always enough; inconclusive = no clear call, values can overlap the other calls;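 note: yeast W303a lacking pdr1 and pdr3 grown in galactose medium; growth measured after three days at 30 °C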
PrPC TRFRET: cell surface PrPC inhibition, primary TR-FRET screen; P04156; 370,000 tested, 0.43% active; TR-FRET read-out; inhibition, % at 13.8 µM; in the data active = inhibition above about 24%; note: 0% = median of the test wells and 100% = reference compound wells
Anthrax LF prot: inhibitors of Bacillus anthracis lethal factor protease; P15917; multiplex microsphere protease cleavage assay, LF; inhibition, % at 10 µM; 360,000 tested, 0.12% active; AID 588501; note: plate controls were buffer without enzyme for full effect and enzyme alone for no effect
Target sequence (P15917 whole entry, looked up): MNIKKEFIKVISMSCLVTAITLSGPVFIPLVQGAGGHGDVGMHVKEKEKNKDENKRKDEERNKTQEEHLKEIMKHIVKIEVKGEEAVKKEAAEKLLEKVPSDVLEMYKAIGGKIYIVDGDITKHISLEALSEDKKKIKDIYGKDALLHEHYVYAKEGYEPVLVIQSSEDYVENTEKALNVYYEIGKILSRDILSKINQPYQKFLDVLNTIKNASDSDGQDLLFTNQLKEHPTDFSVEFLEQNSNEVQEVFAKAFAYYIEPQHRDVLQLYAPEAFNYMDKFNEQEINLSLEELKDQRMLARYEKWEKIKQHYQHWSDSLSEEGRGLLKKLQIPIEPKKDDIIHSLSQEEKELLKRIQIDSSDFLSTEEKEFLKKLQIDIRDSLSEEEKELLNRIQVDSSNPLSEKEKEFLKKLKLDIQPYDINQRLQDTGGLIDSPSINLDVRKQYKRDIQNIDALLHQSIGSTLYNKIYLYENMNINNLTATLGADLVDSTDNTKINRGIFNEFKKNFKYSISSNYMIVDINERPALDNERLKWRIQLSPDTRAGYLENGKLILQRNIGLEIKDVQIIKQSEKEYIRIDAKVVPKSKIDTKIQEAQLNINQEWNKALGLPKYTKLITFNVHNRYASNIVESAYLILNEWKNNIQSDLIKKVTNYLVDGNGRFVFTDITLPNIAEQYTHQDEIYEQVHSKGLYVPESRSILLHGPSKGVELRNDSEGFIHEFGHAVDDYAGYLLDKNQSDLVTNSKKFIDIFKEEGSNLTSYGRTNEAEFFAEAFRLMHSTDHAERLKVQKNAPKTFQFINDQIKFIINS
FadD28 binding: inhibitors of Mycobacterium tuberculosis FadD28 bisubstrate binding; FadD28 bisubstrate probe binding, fluorescence polarization; inhibition, % at 12.5 µM; 360,000 tested, 0.22% active; AID 588549; in the data active = inhibition above about 8.5%, passing the limit was not always enough; inconclusive = no clear call, values can overlap the other calls
CCHF vOTU inh: blocks the CCHF virus ovarian tumor domain protease. CCHFV vOTU protease, Pep-AMC fluorescence. inhibition, % at 11.5 µM. 370,000 tested, 0.55% active. AID 651958; in the data active = inhibition above about 30%; note: 0% = vehicle wells with enzyme and 100% = no enzyme wells
TcdB inh: TcdB glycohydrolase inhibition; P18177; 350,000 tested, 0.24% active; TcdB glycohydrolase enzymatic assay, plate reader; inhibition, % at 9.99 µM; in the data active = inhibition above about 10%
Y pestis TopoI: Y. pestis Topo-I inhibition via cleavage products. activity, % at 10 µM. AID 504884. Y. pestis Topo-I cleavage product accumulation, plate reader. 360,000 tested, 0.064% active; in the data active = activity above about 50%, passing the limit was not always enough; inconclusive = no clear call, values can overlap the other calls; note: inactives centre near 2
BoNT-F LC inh: BoNT F light chain protease inhibition | Multiplex microsphere protease cleavage assay, flow cytometry | inhibition, % at 10 µM | 360,000 tested, 0.22% active; in the data active = inhibition above about 35%, passing the limit was not always enough; inconclusive = no clear call, values can overlap the other calls; note: plate controls were buffer without enzyme for full effect and enzyme alone for no effect
Active calls of the source: *; ? = inconclusive; nt = not tested or not shown. Cut-off read from the data, not from the text of the source, unless noted: active = inhibition above about 30%; inconclusive = no clear call, values can overlap the other calls; inactive = below that.

SMILES	BoNT A protease	PfHsp40 yeast	PrPC TRFRET	Anthrax LF prot	FadD28 binding	CCHF vOTU inh	TcdB inh	Y pestis TopoI	BoNT-F LC inh
COc1cc(NS(=O)(=O)c2ccc(NC(=O)COc3ccccc3C)cc2)nc(OC)n1	0.0	1.6	0	1	-0.2	7	nt	-3	1
CC1(C(=O)NS(=O)(=O)c2ccc(Cl)s2)CCN1C(=O)Cc1ccc(Cl)cc1Cl (stereo not given)	-0.3	nt	3	1	1.4	-6	1.0	14	-8
N#Cc1ccccc1Cn1cc(C(=O)c2ccco2)c2ccccc21	0.6	0.7	5	0	0.1	21	nt	1	-8
Cc1ccc(-c2nc(NC(=O)CSc3cc(C)c4ccccc4n3)ns2)cc1	1.0	1.0	1	6	2.3	-6	0.8	-2	6
COc1ccc(NC(=O)CN2C(=O)NC(C)(Cc3ccc(OC)c(OC)c3)C2=O)cc1 (stereo not given)	0.0	nt	5	6	-0.4	4	-4.0	-7	0
Cc1ccc(C(C)n2cc(C(=O)NCc3ccccn3)nn2)cc1 (stereo not given)	0.4	-0.3	-4	-2	-2.0	1	1.0	2	2
CCC(CC)C1C(C#N)=C(N)Oc2c1c(=O)oc1ccccc21 (stereo not given)	1.3	1.5	-4	-5	-10	4	nt	0	-3
COCCNC(=O)c1c(CSc2ccc(Cl)cc2)noc1C(=O)NCc1ccccc1	0.3	6.6	8	-2	-3.6	5	nt	19	3
Clc1ccc2[nH]c(-c3ccccc3)cc2c1	0.4	65*	14	-2	-5.8	7	nt	-11	16
COc1ccc(-n2nnnc2SCC(=O)c2ccc(OC)c(OC)c2)cc1	0.9	-0.4	0	0	-3.2	-10	0.4	22	0
CN(C)c1ccc(S(=O)(=O)N(C)C)cc1[N+](=O)[O-]	2.1	-0.6	-11	-2	-0.6	-10	0.4	-4	11
Cc1ccc(S(=O)(=O)NCCCNS(=O)(=O)c2ccc(C)cc2)cc1	1.1	0.9	6	-9	-1.1	1	1.8	18	-32
O=C(Nc1cccc(Cl)c1)C1COc2ccccc2O1 (stereo not given)	-17	-1.0	4	-7	-0.9	7	2.8	8	-21
CC(=O)C1=C(O)C(=O)N(CCC(=O)O)C1c1ccccc1[N+](=O)[O-] (stereo not given)	0.5	-0.9	3	-2	-0.6	-7	-0.2	9	-3
CC(C)C1C(=O)N(Cc2cn(CCC3OCCCO3)nn2)CCS(=O)(=O)N1Cc1ccc(-c2ccc(Cl)nc2)cc1 (stereo not given)	-0.9	nt	-3	-1	-3.3	8	1.6	2	-7
CC(C)(C)OC(=O)C[C@@H]1C/C=C\C[C@H](CC(=O)N(CCO)Cc2ccccc2)C(=O)N[C@@H](Cc2ccccc2)COC1=O	0.0	0.4	-1	-9	-1.7	9	-2.1	2	-5
CCN(CC)P1(=O)OC(c2cc(OC)c(OC)c(OC)c2)=Nc2c1c(C)nn2-c1ccccc1 (stereo not given)	0.8	-1.0	5	0	-1.8	1	nt	-2	-12
CCN1CCOC(CC(=O)Nc2ccc([N+](=O)[O-])cc2)C1=O (stereo not given)	-0.4	1.4	-13	3	2.3	9	0.5	12	-2
CCOC(=O)C1(CCc2ccccc2)CCN(CC(O)CO)CC1 (stereo not given)	-0.1	-1.4	-7	-5	-0.1	16	-0.5	-1	-8
CCCSc1nc2sc3c(c2c(=O)[nH]1)CCN(Cc1ccccc1)C3	32*	1.3	nt	24	-7.7	nt	nt	11	?

One compound at a time (already shown). Values in the order: BoNT A protease	PfHsp40 yeast	PrPC TRFRET	Anthrax LF prot	FadD28 binding	CCHF vOTU inh	TcdB inh	Y pestis TopoI	BoNT-F LC inh
CCCSc1nc2sc3c(c2c(=O)[nH]1)CCN(Cc1ccccc1)C3 reads 32*	1.3	nt	24	-7.7	nt	nt	11	?
CCC(CC)C1C(C#N)=C(N)Oc2c1c(=O)oc1ccccc21 (stereo not given) reads 1.3	1.5	-4	-5	-10	4	nt	0	-3
CC1(C(=O)NS(=O)(=O)c2ccc(Cl)s2)CCN1C(=O)Cc1ccc(Cl)cc1Cl (stereo not given) reads -0.3	nt	3	1	1.4	-6	1.0	14	-8

(more compounds)
SMILES	BoNT A protease	PfHsp40 yeast	PrPC TRFRET	Anthrax LF prot	FadD28 binding	CCHF vOTU inh	TcdB inh	Y pestis TopoI	BoNT-F LC inh
CC(=O)OC(C(=O)NC1CCCCC1)c1ccc(C)cc1 (stereo not given)	-0.1	0.4	0	0	0.2	9	nt	3	0
CCCCCC(=O)NNC(=S)NC(C)=O	-0.8	-0.3	-4	1	-1.1	2	0.3	-6	-3
NC(=S)N/N=C/c1ccc(-c2cccc([N+](=O)[O-])c2)o1	-0.1	0.4	-35	0	0.6	18	nt	-13	-7
Cc1cn(CC(=O)N2CCN(c3ccccn3)CC2)c(=O)[nH]c1=O	0.0	0.9	-3	0	-1.2	-5	0.4	-9	-3
COc1ccc(Sc2nc(-c3ccccn3)ncc2OC)cc1	-2.1	?	7	2	-4.9	-9	4.5	-7	2
CC[C@H](C)C(N)c1cn(C(CCCN=C(N)N)C(=O)N2CCNCC2)nn1 (stereo not given in full)	-0.4	-1.3	4	-5	-0.7	1	1.4	-6	5
COc1ccc2c(c1)O/C(=C\c1sccc1C)C2=O	12	1.8	5	1	-0.4	0	nt	2	40*
COC(=O)c1ccc2nc(-c3cccc(N)c3)cn2c1	-0.7	-0.1	-2	5	-1.3	-9	2.3	-6	-2
O=C(NC1CCCC1)C(c1ccccn1)N(C(=O)c1csnn1)c1ccccc1 (stereo not given)	-0.3	-0.1	2	2	-0.6	-1	-0.1	4	10
CCN(C(C)=O)c1cnc(C=NNC(N)=S)c2ccccc12	0.2	82*	10	-5	-1.9	9	-4.8	7	1
COc1ccc(N2CCN(C(=O)Cn3cnc4sc(C)c(S(=O)(=O)N5CCOCC5)c4c3=O)CC2)cc1	4.1	-0.4	-5	-3	-1.9	7	0.6	-4	-21
CCO[C@@H]1OC(C(=O)N2CCOCC2)=C[C@H](C2CCCCC2)[C@H]1CCCO	0.3	-1.8	1	-9	-1.0	-1	0.0	-11	1
CCNC(=S)N/N=C/c1ccc(OCC(=O)Nc2ccc(OC)cc2)c(OC)c1	2.1	0.4	16	0	-0.2	23	nt	6	12
Cn1c(CN2CCCCC2)nc2cc(NC(=O)c3ccc(Cl)cc3)ccc21	4.9	-0.6	-8	2	-2.0	-1	nt	6	5
CC(C)OP(=O)(CCP(=O)(OC(C)C)OC(C)C)OC(C)C	0.8	1.5	-6	0	-2.3	3	0.1	-11	?
O=C(O)c1cc(-c2ccco2)nc2cc3ccccc3cc12	1.0	0.4	2	4	0.8	-42	-0.9	-5	17
CCOC(=O)N1CCN(C(=O)c2cn(C)c3ccc(S(=O)(=O)N4CCOCC4)cc3c2=O)CC1	-1.9	-0.1	-1	0	-4.0	12	-0.2	3	-6
CC(O)(CS(=O)(=O)c1ccccc1)C(=O)Nc1cccc(C(F)(F)F)c1 (stereo not given)	-0.7	-0.7	1	0	-3.6	-10	nt	-3	0
CSc1nc(NC(C)(C)C)nc(Oc2ccc(=O)[nH]n2)n1	0.7	1.4	-1	-4	-3.6	-4	nt	1	-1
CCOC(=O)CC1=NN(c2ccccc2)C(=O)/C1=C\c1ccc(N(C)C)cc1	0.2	0.6	0	-3	0.1	-5	0.4	20	-7

Fetched one by one from the list above (2):
SMILES	BoNT A protease	PfHsp40 yeast	PrPC TRFRET	Anthrax LF prot	FadD28 binding	CCHF vOTU inh	TcdB inh	Y pestis TopoI	BoNT-F LC inh
CCOC(=O)CC1=NN(c2ccccc2)C(=O)/C1=C\c1ccc(N(C)C)cc1	0.2	0.6	0	-3	0.1	-5	0.4	20	-7
CC(C)OP(=O)(CCP(=O)(OC(C)C)OC(C)C)OC(C)C	0.8	1.5	-6	0	-2.3	3	0.1	-11	?

Next section.
SMILES	BoNT A protease	PfHsp40 yeast	PrPC TRFRET	Anthrax LF prot	FadD28 binding	CCHF vOTU inh	TcdB inh	Y pestis TopoI	BoNT-F LC inh
CN(CC(=O)Nc1ccc(Cl)c(Cl)c1)C(=O)CC1OC(=O)c2ccccc21 (stereo not given)	-3.0	0.0	3	-1	-1.4	4	0.8	10	-1
COc1ccc(Br)c(Cn2c(C)c(C(=O)NCc3cccs3)sc2=O)c1	-0.3	nt	7	-5	-5.7	4	0.5	12	4
Cc1ccc(S(=O)(=O)N2CCCC(NC(=O)N3CCN(c4ccccc4)CC3)C2)cc1 (stereo not given)	-0.9	0.8	4	0	-2.9	12	nt	12	-3
Cn1c(Cn2cnc([N+](=O)[O-])n2)nnc1SCC(=O)Nc1ccc(Br)cc1	-0.6	-1.2	-10	0	-5.2	18	-0.1	-5	-4
CSc1ccc(CNCCCSc2ncccn2)cc1	-20	-1.3	-10	-24	-2.0	-9	1.0	1	-113
Cc1ccc(S(=O)(=O)N2CCCC2)cc1C(=O)NCc1ccccn1	3.9	-0.9	8	3	0.5	4	-1.3	5	5
CCCCCCn1c(COc2ccccc2F)nnc1SCC(=O)NC1CCS(=O)(=O)C1 (stereo not given)	1.9	-0.6	-15	-4	-3.4	1	0.4	27	1
COc1ccc(C(=O)NCCSC2CCCCC2)cc1	0.0	-1.3	-2	-1	-0.7	-8	nt	3	-3
OCCC1CN(Cc2ccccc2-c2ccco2)CCN1C1CCCC1 (stereo not given)	1.2	-0.6	-7	0	-2.8	-7	1.2	-1	2
Cc1ccc(N2C(=O)CSC2c2cccs2)cc1 (stereo not given)	2.0	-0.3	6	-1	-2.8	-12	nt	3	4
CC/C(=C\C(=O)c1cccnc1)Nc1ccc(C)c(C)c1	-0.1	-0.4	8	-2	-1.8	7	nt	5	2
COc1ccc(OC)c(C(C)NC(=O)C23CC4CC(CC(C4)C2)C3)c1 (stereo not given)	nt	0.7	-1	nt	-2.1	0	0.6	3	nt
COC(=O)c1ccccc1OS(=O)(=O)N(C)C	-0.4	-0.5	0	1	-3.1	7	0.6	-2	1
CCCN(Cc1cc2cc(C)ccc2[nH]c1=O)C(=O)c1ccccn1	-0.8	0.8	-4	0	0.7	-8	4.9	7	-2
O=C(Cc1cccs1)N1CCN(c2nc(-c3ccc(Cl)cc3)cs2)CC1	?	6.2	nt	-4	-2.4	nt	1.3	24	-2
Cc1ccc(S(=O)(=O)N2CCCC2C(=O)Nc2ccc(O)cc2)cc1 (stereo not given)	-0.3	1.1	1	-6	-1.6	1	10*	9	-1
NC(=O)c1c(N)sc2c1CCC2	-1.4	0.0	2	-4	0.0	13	-0.9	5	-5
CC(C)C[C@H]1CN([C@@H](CC(C)C)CN2CCCC2CN2C(=S)NC[C@@H]2Cc2ccc(O)cc2)C(=S)N1CCc1ccccc1 (stereo not given in full)	-0.3	1.7	1	3	-7.0	19	1.6	9	-10
Cc1cc(C)c2c(n1)sc1c(=O)n(Cc3ccccc3Cl)nnc12	0.2	0.6	-2	0	0.0	-4	nt	6	-11
Cc1csc(NC(=O)c2ccc(OCC3CCCO3)cc2)n1 (stereo not given)	-0.8	-1.8	15	-1	-2.7	-3	1.5	8	-3
Cc1ccc(/C=C/C2=NN(Cc3ccc(Cl)c(Cl)c3)C(=O)CC2)cc1	0.5	-2.2	4	3	-1.1	1	nt	30	11
Cc1ccc2cc(CN(C(=O)c3ccco3)c3ccccc3C)c(=O)[nH]c2c1	0.3	1.0	-1	-7	-2.2	-2	nt	8	-1
CCCCNC(=O)/C=C1\Sc2ccccc2NC1=O	-0.2	0.9	-13	-1	-3.7	-6	nt	6	-2
O=C(COc1ccc(Cl)cc1)Nc1nc(-c2ccncc2)cs1	-0.2	1.5	-1	3	-1.3	5	1.8	0	0
COc1ccc(CN(C)C(=O)Cn2cnc3c(OCc4ccccc4)ncnc32)cc1OC	-0.7	2.6	-4	-10	-0.7	-5	0.4	15	-3
CCN(CCNC(=O)Cn1c(=O)sc2ccccc21)c1ccccc1	-0.4	-2.4	4	-4	0.2	5	0.4	14	-8
CCOC(=O)C1CCCN(C(=O)Cc2ccc(C)cc2)C1 (stereo not given)	-0.1	-1.1	4	-2	0.5	3	nt	-4	7
COc1ccc(N2CCN(C(=O)CSc3nnc4n3C(C)(C)Cc3ccccc3-4)CC2)cc1	1.7	-0.1	1	-2	-3.2	3	nt	13	1
O=C(Nc1cccc(NC(=O)c2ccc(Br)o2)n1)c1ccc(Br)o1	-1.2	0.8	-4	-4	-1.2	-13	nt	2	-9

The order is random. Share with any hit: about 2.3%.
